RGS7-Gao – human RGS7-Galphao interaction regulation | P09471 | Multiplexed bead flow cytometry, RGS7-Galphao binding; actives lie on both sides | binding response (% of control), % at 10 µM | 220,000 compounds, 0.35% hits | AID 1439; in the data active = binding response below about 49% or above about 150%; inconclusive = no clear call, values can overlap the other calls; inactive = in between;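 note: fluorescent Galphao held in activated GDP-AlF4 state binding bead-coupled RGS7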
Target sequence (P09471 whole entry, looked up): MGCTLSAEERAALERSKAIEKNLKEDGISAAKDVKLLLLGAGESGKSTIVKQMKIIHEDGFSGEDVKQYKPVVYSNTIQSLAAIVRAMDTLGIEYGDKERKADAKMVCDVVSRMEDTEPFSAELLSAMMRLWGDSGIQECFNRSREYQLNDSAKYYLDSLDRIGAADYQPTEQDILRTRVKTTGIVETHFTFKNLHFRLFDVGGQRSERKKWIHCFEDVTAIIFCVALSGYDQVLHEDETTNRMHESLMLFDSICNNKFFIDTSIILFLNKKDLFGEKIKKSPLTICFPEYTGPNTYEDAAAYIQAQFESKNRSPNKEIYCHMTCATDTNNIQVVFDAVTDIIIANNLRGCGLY
RGS8-Gao – modulates binding of RGS8 to human Galphao; P09471; multiplexed bead flow cytometry; actives lie on both sides; response (percent of control binding), % at 10 µM; 220,000 compounds, 0.34% hits; AID 1423; in the data active = response below about 60% or above about 140%; inactive = in between;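 note: Galphao activated as the GDP aluminium fluoride complex binding bead-coupled RGS8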
Bcl-2 Bim block – disrupts Bim peptide binding to human Bcl-2; Bead-based flow cytometry, Bim peptide-Bcl-2 binding; P10415; inhibition, % at 10 µM; AID 950; 190,000 compounds, 0.06% hits; in the data active = inhibition above about 40%; inconclusive = no clear call, values can overlap the other calls;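 note: 0% = no compound wells with probe peptide and 100% = reference peptide inhibitor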
Target sequence (P10415 whole entry, looked up): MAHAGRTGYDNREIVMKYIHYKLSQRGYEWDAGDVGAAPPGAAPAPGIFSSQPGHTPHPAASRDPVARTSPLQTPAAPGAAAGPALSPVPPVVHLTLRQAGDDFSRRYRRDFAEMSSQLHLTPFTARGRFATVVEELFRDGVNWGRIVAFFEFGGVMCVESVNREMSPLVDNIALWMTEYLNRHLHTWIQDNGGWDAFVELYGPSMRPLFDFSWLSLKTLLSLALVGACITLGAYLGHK
RGS4-Gao reg – human RGS4-Galphao interaction regulation. Multiplexed bead flow cytometry, RGS4-Galphao binding; actives lie on both sides. binding response (% of control), % at 10 µM. 220,000 compounds, 0.33% hits; in the data active = binding response below about 49% or above about 150%; inactive = in between;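 note: fluorescent Galphao activated with aluminum fluoride binding bead-coupled RGS4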
Bfl-1 Bim block – inhibitors of Bim-Bfl-1 interaction, human; 190,000 compounds, 0.12% hits; Bead-based flow cytometry, Bim-Bfl-1 binding inhibition; inhibition, % at 10 µM;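 note: 0% = wells without compound plus tracer and 100% = blocker peptide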
Mcl-1 Bim block – disrupts Bim peptide binding to human Mcl-1 | Bead-based flow cytometry, Bim peptide-Mcl-1 binding | inhibition, % at 10 µM | 190,000 compounds, 0.1% hits;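 note: 0% = no compound tracer wells and 100% = peptide blocker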
Bcl-W Bim block – human Bim-Bcl-W interaction inhibition; Q92843; bead-based flow cytometry, Bim peptide-Bcl-W binding; inhibition, % at 10 µM; 190,000 compounds, 0.02% hits;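 note: 0% = bound tracer without compound and 100% = peptide blocker; higher means less fluorescent Bim peptide bound to Bcl-W beads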
Target sequence (Q92843 whole entry, looked up): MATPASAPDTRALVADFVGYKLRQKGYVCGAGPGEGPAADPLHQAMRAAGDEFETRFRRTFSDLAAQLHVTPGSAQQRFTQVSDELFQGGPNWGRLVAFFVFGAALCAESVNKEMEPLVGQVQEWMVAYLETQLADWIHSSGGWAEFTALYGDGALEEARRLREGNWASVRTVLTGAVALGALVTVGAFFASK
Bim-Bcl-XL – inhibitors of Bim-Bcl-XL interaction, human; Q07817; Bim peptide-Bcl-XL binding, bead flow cytometry, fluorescence; inhibition, % at 10 µM; 190,000 compounds, 0.04% hits; AID 1007
GSH fluor – compound fluoresces at 488/530 nm on GSH beads; fluorescence (KMESF) at 10 µM; GSH beads flow cytometry, compound fluorescence 488/530 nm; stronger effect = higher value; 190,000 compounds, 0.25% hits; in the data active = fluorescence above about 89;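 note: glutathione beads carrying GST-tagged Bcl family fusion proteins plus one bare bead set; values are compound well signal with DMSO vehicle wells as background; inactives centre near 16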
Bcl-B Bim block – inhibitors of Bim-Bcl-B interaction, human. Q9HD36. bead-based flow cytometry, Bim peptide-Bcl-B binding. inhibition, % at 10 µM. 190,000 compounds, 0.073% hits;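 note: 0% = tracer peptide without compound and 100% = reference inhibitor peptide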
Target sequence (Q9HD36 whole entry, looked up): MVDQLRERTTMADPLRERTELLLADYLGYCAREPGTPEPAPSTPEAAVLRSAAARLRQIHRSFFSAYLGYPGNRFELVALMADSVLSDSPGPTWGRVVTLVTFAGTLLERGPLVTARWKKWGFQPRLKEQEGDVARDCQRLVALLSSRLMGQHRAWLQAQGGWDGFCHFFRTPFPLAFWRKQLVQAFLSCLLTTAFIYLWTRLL
Mcl1 Bid PPI – Mcl-1/Bid interaction inhibition | 220,000 compounds, 0.97% hits | TR-FRET Mcl-1/Bid-Dy647 peptide binding, 1536-well | inhibition, % at 21.7 µM | AID 1021 | Q07820;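 active = compounds that cut the binding signal by more than half at the single screening dose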;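 note: His-tagged Mcl-1 with europium anti-His antibody binding Bid BH3 peptide; 0% = Mcl-1 plus peptide wells and 100% = peptide-only wells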
* marks the source's active call; other numbers are inactive results; ? = inconclusive. Cut-off read from the data, not from the text of the source, unless noted: active = inhibition above about 40%.

SMILES	RGS7-Gao	RGS8-Gao	Bcl-2 Bim block	RGS4-Gao reg	Bfl-1 Bim block	Mcl-1 Bim block	Bcl-W Bim block	Bim-Bcl-XL	GSH fluor	Bcl-B Bim block	Mcl1 Bid PPI
CCc1ccc(CN(C)Cc2nc(Cc3cccc(C(F)(F)F)c3)no2)nc1	108.1	101.8	-2.0	102.5	1.0	-3.0	-1.0	-4.0	9	1.0	4.1
CCOc1ccccc1N(C(C)=O)S(=O)(=O)c1ccc(Cl)cc1	?	103.3	-2.0	104.2	-7.0	0.0	-1.0	-3.0	11	-3.0	-22.3
CC(C)c1ccc(C2CC(=O)N3CN(Cc4ccco4)CSC3=C2C#N)cc1 (stereo not drawn)	102.4	96.3	-2.0	98.8	9.0	-2.0	0.0	-7.0	20	-7.0	-10.8
COc1ccc(C2N(c3cccc(Cl)c3)C(=O)C3CCCN32)cc1 (stereo not drawn)	96.6	92.3	4.0	95.0	0.0	3.0	-1.0	4.0	29	2.0	-12.0
CN(C(=O)c1ccc(OC2CCN(CCc3ccccc3)CC2)cc1)C1CCOCC1	105.0	100.1	-7.0	102.5	-4.0	0.0	-3.0	-2.0	12	-4.0	-3.8
COC(=O)c1[nH]c2cc(OC)ccc2c1NC(=O)CN1CCOCC1	98.7	100.5	-11.0	102.3	-7.0	-3.0	-2.0	-4.0	23	-5.0	-31.9
COc1ccc(N(C(=O)COc2ccc(F)cc2)S(=O)(=O)c2ccc(C)cc2)cc1	101.0	99.1	2.0	102.2	1.0	1.0	2.0	0.0	23	3.0	-17.6
CC(C)Cn1c(CN2CCN(C(=O)c3ccco3)CC2)nc2c1c(=O)n(C)c(=O)n2C	104.2	108.0	3.0	106.8	-1.0	0.0	1.0	0.0	11	1.0	-4.4
Cc1ccc(C(=O)Nc2c(-c3cccs3)c(=O)c3ccccc3n2C)cc1	97.4	100.5	-5.0	101.2	-10.0	1.0	3.0	-3.0	12	0.0	66.3*
Cc1cc(Cl)ccc1OC(C)C(=O)Nc1ccc([N+](=O)[O-])cn1 (stereo not drawn)	105.6	109.0	-2.0	105.4	0.0	-1.0	-2.0	-3.0	10	-6.0	-2.5

One compound at a time (already shown):
COc1ccc(N(C(=O)COc2ccc(F)cc2)S(=O)(=O)c2ccc(C)cc2)cc1 in the list: RGS7-Gao = 101.0; RGS8-Gao = 99.1; Bcl-2 Bim block = 2.0; RGS4-Gao reg = 102.2; Bfl-1 Bim block = 1.0; Mcl-1 Bim block = 1.0; Bcl-W Bim block = 2.0; Bim-Bcl-XL = 0.0; GSH fluor = 23; Bcl-B Bim block = 3.0; Mcl1 Bid PPI = -17.6
Cc1ccc(C(=O)Nc2c(-c3cccs3)c(=O)c3ccccc3n2C)cc1 in the list: RGS7-Gao = 97.4; RGS8-Gao = 100.5; Bcl-2 Bim block = -5.0; RGS4-Gao reg = 101.2; Bfl-1 Bim block = -10.0; Mcl-1 Bim block = 1.0; Bcl-W Bim block = 3.0; Bim-Bcl-XL = -3.0; GSH fluor = 12; Bcl-B Bim block = 0.0; Mcl1 Bid PPI = 66.3*

Continued.
SMILES	RGS7-Gao	RGS8-Gao	Bcl-2 Bim block	RGS4-Gao reg	Bfl-1 Bim block	Mcl-1 Bim block	Bcl-W Bim block	Bim-Bcl-XL	GSH fluor	Bcl-B Bim block	Mcl1 Bid PPI
COc1ccc(-n2nc(C(=O)NCC(=O)N3CCN(c4ccccn4)CC3)c3ccccc3c2=O)cc1	100.4	102.3	-3.0	100.7	1.0	-3.0	0.0	-3.0	24	-4.0	-15.3
O=C(NCC(=O)N(Cc1ccccc1)C(C(=O)NC1CCCC1)c1ccncc1)c1ccco1 (stereo not drawn)	99.6	100.5	10.0	101.7	1.0	0.0	-2.0	0.0	21	-4.0	-19.9
CCOc1ccc(/C=C(\C#N)C(=O)Nc2cccnc2)cc1	100.7	101.9	-5.0	101.6	-5.0	-4.0	-4.0	-6.0	11	-8.0	6.0
O=S(=O)(Nc1ccc(N2CCCCC2)cc1)c1ccc(F)c(F)c1	100.5	96.0	3.0	101.9	4.0	5.0	0.0	1.0	5	-1.0	-41.1
COCCOC(=O)C1=C(C)NC(=O)N(C(C)=O)C1c1ccc(Cl)cc1 (stereo not drawn)	97.2	98.7	-1.0	97.6	-3.0	1.0	1.0	-2.0	4	0.0	1.1
CCn1nc(C)c(NC(=O)c2cnn3c(C(F)F)cc(-c4ccccc4)nc23)c1C	101.1	100.8	-3.0	98.2	-3.0	0.0	-1.0	0.0	13	0.0	-1.9
C[C@]12CC[C@@H]3c4ccc(O)cc4C(=O)C[C@H]3[C@@H]1CC[C@@H]2O	90.3	93.5	-1.0	93.1	1.0	-1.0	0.0	0.0	64	-2.0	-14.7
CN(C)C(=N)c1n[nH]nc1SCc1ccccc1	?	100.7	-2.0	104.2	-4.0	0.0	0.0	0.0	18	-2.0	4.6
Cc1ccccc1OCCNC(=O)c1ccccc1Sc1ccccc1C#N	96.3	95.7	0.0	99.8	0.0	-1.0	-2.0	0.0	23	-1.0	-27.4
COc1ccc(-c2c[nH]c(=O)[nH]c2=O)cc1OC	102.0	98.8	-2.0	99.0	-3.0	0.0	-3.0	-2.0	10	-1.0	-1.7

A section taken from the entries so far:
SMILES	RGS7-Gao	RGS8-Gao	Bcl-2 Bim block	RGS4-Gao reg	Bfl-1 Bim block	Mcl-1 Bim block	Bcl-W Bim block	Bim-Bcl-XL	GSH fluor	Bcl-B Bim block	Mcl1 Bid PPI
C[C@]12CC[C@@H]3c4ccc(O)cc4C(=O)C[C@H]3[C@@H]1CC[C@@H]2O	90.3	93.5	-1.0	93.1	1.0	-1.0	0.0	0.0	64	-2.0	-14.7
CN(C)C(=N)c1n[nH]nc1SCc1ccccc1	?	100.7	-2.0	104.2	-4.0	0.0	0.0	0.0	18	-2.0	4.6

Next part.
SMILES	RGS7-Gao	RGS8-Gao	Bcl-2 Bim block	RGS4-Gao reg	Bfl-1 Bim block	Mcl-1 Bim block	Bcl-W Bim block	Bim-Bcl-XL	GSH fluor	Bcl-B Bim block	Mcl1 Bid PPI
CCCOc1ccc(C(=O)CCC(=O)OCC(=O)Nc2cc(C)on2)cc1	97.9	98.8	-7.0	99.6	-11.0	2.0	0.0	-1.0	48	-5.0	-14.3
Cc1c(C(N)=O)sc2ncn(CC(=O)N3CCC(C)CC3)c(=O)c12	95.7	101.9	-3.0	95.5	-5.0	-3.0	-1.0	-4.0	50	-3.0	-17.9
O=C(CSc1nnc(SCC(=O)c2ccco2)s1)c1ccco1	96.6	99.1	-3.0	97.0	0.0	-2.0	-2.0	-3.0	24	-8.0	-33.7
COC(=O)c1ccccc1NC(=O)C1COc2ccccc2O1 (stereo not drawn)	99.8	97.1	-7.0	97.5	-13.0	-1.0	0.0	-3.0	4	-10.0	-16.3
Cc1ccc(-c2cc(C(=O)NC3=NCCS3)c3cc(Br)ccc3n2)o1	94.9	92.8	11.0	87.3	11.0	8.0	12.0	12.0	19	8.0	51.3*
Cn1c(SCC(=O)OCc2ccccc2)nnc1-c1ccco1	88.5	92.8	-3.0	86.7	-6.0	1.0	1.0	0.0	5	-2.0	-32.5
Cc1cc(C)nc(SCC(=O)Nc2ncc(C(F)(F)F)cc2Cl)n1	96.7	100.7	-6.0	96.6	-12.0	-1.0	-3.0	-2.0	15	-8.0	-12.9
CCC(C)NC(=O)Cn1nc(C(F)(F)F)c2c1CCC2 (stereo not drawn)	98.7	102.0	-7.0	100.8	-5.0	-1.0	-2.0	-1.0	10	0.0	-24.3
Cc1sc2c(c1C)c(=O)n(-c1ccc(Cl)cc1)c(=O)n2Cc1cc(=O)n2ccccc2n1	93.3	78.8	0.0	94.1	0.0	-2.0	-1.0	-7.0	10	-5.0	14.7
CCCCNC(=O)CCCCCNS(=O)(=O)c1ccc(Br)cc1	101.3	99.4	-5.0	100.3	-3.0	-2.0	-3.0	-5.0	11	-2.0	-3.7
O=C(NC1CCCC1)C1c2ccccc2C(=O)N1C1CCCCC1 (stereo not drawn)	103.4	105.3	-1.0	104.4	-7.0	1.0	4.0	0.0	14	-2.0	-8.8
Fc1cccc(CSc2ccc3nnc(-c4ccccn4)n3n2)c1	101.9	99.3	3.0	99.1	0.0	3.0	3.0	4.0	11	3.0	3.5
COC(=O)c1ccccc1NC(=O)N1c2ccccc2CC1C (stereo not drawn)	97.8	95.0	-4.0	98.8	-2.0	-2.0	-3.0	2.0	24	-3.0	-14.1
CCc1ccc(Nc2ccc(C(N)=O)cc2[N+](=O)[O-])cc1	95.0	96.8	-4.0	94.7	-15.0	-1.0	-5.0	-6.0	13	-7.0	-5.1
CCCCOc1ccc(C2OC34CCCCC3C(C#N)(C#N)C2(C#N)C(=N)O4)cc1 (stereo not drawn)	100.6	98.8	-11.0	98.7	-9.0	0.0	0.0	-4.0	13	-8.0	-35.1
O=C(Nc1ccccc1C(=O)NCc1ccco1)c1ccco1	101.7	100.4	0.0	99.5	2.0	-1.0	-2.0	-2.0	6	0.0	-14.4
CCN(CC)CCNC(=O)c1cc2c(=O)n(C)c3ccccc3c2n1C	104.7	100.3	-9.0	100.1	-10.0	-1.0	0.0	-3.0	23	-5.0	-9.1
COc1ccc(-n2c(Cc3cccn3C)nnc2SCC(=O)Nc2cccc(NC(C)=O)c2)cc1	85.0	88.7	-3.0	86.3	1.0	0.0	-1.0	-2.0	27	0.0	-43.4
CCSCCOC(=O)C1=C(C)NC2=C(C(=O)CCC2)C1c1coc2ccccc2c1=O (stereo not drawn)	91.8	97.4	-8.0	90.4	0.0	-3.0	-1.0	0.0	11	-3.0	-72.4
CCOc1ccc(C(CC(=O)O)NC(=O)CCCOc2ccc(Cl)cc2C)cc1 (stereo not drawn)	100.5	94.8	-1.0	99.7	-1.0	-1.0	0.0	0.0	23	2.0	-3.9
COc1cccc(C2CC(c3ccccc3Cl)Nc3nc(N)nn32)c1 (stereo not drawn)	102.5	103.8	0.0	100.0	-4.0	0.0	-3.0	-6.0	16	-5.0	-30.1
O=C(NC1CCCCCC1)c1nnc(Cc2ccc(Cl)cc2)o1	103.3	96.0	0.0	97.1	-3.0	-2.0	-6.0	-3.0	13	-9.0	3.0
O=C(OCC(=O)N1CCN(C(=O)COC(=O)c2ccncc2)CC1)c1ccncc1	97.4	91.3	-2.0	95.9	-3.0	-7.0	-5.0	-6.0	28	-2.0	-21.7
CCCn1cc(CN2CCN(Cc3ccc(C)o3)C(CCO)C2)c(C)n1 (stereo not drawn)	99.6	100.8	-3.0	105.2	-7.0	1.0	0.0	0.0	17	-4.0	-64.7
COC(=O)c1sccc1NC(=S)N1CCCCC1	105.2	102.3	-5.0	102.0	-9.0	-4.0	-6.0	-6.0	12	-8.0	2.5
CC1=C(C(=O)Nc2ccccc2)C(c2cccs2)NC(=O)N1 (stereo not drawn)	89.2	100.1	0.0	98.5	-3.0	0.0	1.0	-2.0	18	-2.0	-0.8
CCOCCCNC(=O)c1ccccc1SC	97.9	98.6	-8.0	99.2	-14.0	1.0	1.0	-1.0	23	-6.0	2.1
O=C(NCCO)/C(=C\c1ccc2c(c1)OCO2)NC(=O)c1ccc(Br)cc1	103.1	105.4	1.0	103.3	0.0	-2.0	-2.0	-3.0	2	-7.0	-9.6

Assay outcomes: PubChem BioAssay, several laboratories

Compounds were not picked by outcome. About 1.8% of those tested had a hit in this group.
